IL1B cytotox: toxic to HUVEC cells under IL-1B stimulation | cell count reduction, % at 2 µM | 94,000 tested, 0.41% active | HUVEC cell count loss, Hoechst imaging, IL-1B stimulated;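 active means cell count reduction more than 3 SD above the screen-wide mean, cut at about 70% in these data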;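 further: normalized per plate to untreated control cells as the no-loss baseline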
HUVEC tox TNFa: toxic to HUVEC cells under TNF alpha stimulation. HUVEC TNFalpha-stimulated, Hoechst cell count, imaging. cell count reduction, % at 2 µM. 93,000 tested, 0.17% active. AID 848;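 active means cell count reduction exceeding the screen mean by over 5 SD, scaled to untreated wells per plate, cut at about 78% in these data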;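 further: cells counted after 24 h of TNF alpha exposure following the 1 h pretreatment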
MT1-MMP txn act: activates MT1-MMP transcription; HT1080 MT1-MMP promoter luciferase reporter, luminescence, overnight; hits give high values; 86,000 tested, 0.16% active; AID 750; activation factor at 10 µM;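 active means activation factor of at least 2 for MT1-MMP transcription at 10 µM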
DAT uptake mod: human DAT dopamine uptake with cocaine, either direction; Q01959; LLC-PK1 hDAT cells, [14C]-dopamine uptake with cocaine IC80; actives deviate in either direction; B-score at 10 µM; 110,000 tested, 1.3% active; AID 449768;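 active means Z score or B-score, a plate-position-corrected score, falls beyond the plate's 99.7% confidence bounds, in either direction; inactive means both scores lie inside the 99.7% bounds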;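 further: scored against the spread of the other compound wells on the same plate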
VCAM1 TNFa inh: reduces TNF alpha induced VCAM1 expression in HUVEC; inhibition, % at 2 µM; 95,000 tested, 0.48% active; HUVEC TNFa-induced VCAM-1 immunofluorescence, high-content imaging;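 active means inhibition above the batch mean plus 3 SD, with images confirmed as a hit by eye, cut at about 37% in these data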;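 further: 0% = TNF-stimulated DMSO wells and 100% = unstimulated control wells; not every result past the cut was called active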
cytoskel mod: cytoskeleton assembly modification; 91,000 tested, 0.18% active; HUVEC TNFa F-actin phalloidin imaging, high content; inhibition, % at 2 µM;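 active means inhibition above the batch mean plus 3 SD and confirmed as a hit by visual image inspection, cut at about 30% in these data, passing the limit was not always enough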; further: strong numbers were not always called active
Candida biofilm: kills Candida albicans biofilms; C. albicans biofilm + clotrimazole, Alamar Blue; inhibition, % at 6 µM; 85,000 tested, 0.14% active; AID 834;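 active means inhibition above 20%; inactive means inhibition below 20%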;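 further: preformed 24 hr biofilms exposed to compound for 48 hr; 0% = biofilm without compound and 100% = blank killed by clotrimazole plus chlorhexidine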
Smad3 FoxH1 inh: blocks human Smad3 binding to FoxH1 peptide. 88,000 tested, 0.29% active. TR-FRET Smad3/Dy647-FoxH1 peptide binding, europium anti-His. inhibition, % at 25 µM;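 active means compounds that reduce the energy-transfer binding signal between the protein and its labelled peptide by more than half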;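 further: 0% = Smad3 plus labelled peptide maximal FRET and 100% = peptide-only background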
LYP inh 2: inhibitors of human LYP (PTPN22) phosphatase; recombinant LYP catalytic domain, DiFMUP fluorescence; 96,000 tested, 0.21% active; inhibition, % at 2 µM; AID 640;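 active means inhibition at 2 µM at or above a set limit, the screen mean plus 3 SD, cut at about 24% in these data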;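 further: 0% = DMSO with enzyme and 100% = enzyme fully blocked by orthovanadate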
Target sequence (Q9Y2R2 whole entry, looked up, the tested form may be a part): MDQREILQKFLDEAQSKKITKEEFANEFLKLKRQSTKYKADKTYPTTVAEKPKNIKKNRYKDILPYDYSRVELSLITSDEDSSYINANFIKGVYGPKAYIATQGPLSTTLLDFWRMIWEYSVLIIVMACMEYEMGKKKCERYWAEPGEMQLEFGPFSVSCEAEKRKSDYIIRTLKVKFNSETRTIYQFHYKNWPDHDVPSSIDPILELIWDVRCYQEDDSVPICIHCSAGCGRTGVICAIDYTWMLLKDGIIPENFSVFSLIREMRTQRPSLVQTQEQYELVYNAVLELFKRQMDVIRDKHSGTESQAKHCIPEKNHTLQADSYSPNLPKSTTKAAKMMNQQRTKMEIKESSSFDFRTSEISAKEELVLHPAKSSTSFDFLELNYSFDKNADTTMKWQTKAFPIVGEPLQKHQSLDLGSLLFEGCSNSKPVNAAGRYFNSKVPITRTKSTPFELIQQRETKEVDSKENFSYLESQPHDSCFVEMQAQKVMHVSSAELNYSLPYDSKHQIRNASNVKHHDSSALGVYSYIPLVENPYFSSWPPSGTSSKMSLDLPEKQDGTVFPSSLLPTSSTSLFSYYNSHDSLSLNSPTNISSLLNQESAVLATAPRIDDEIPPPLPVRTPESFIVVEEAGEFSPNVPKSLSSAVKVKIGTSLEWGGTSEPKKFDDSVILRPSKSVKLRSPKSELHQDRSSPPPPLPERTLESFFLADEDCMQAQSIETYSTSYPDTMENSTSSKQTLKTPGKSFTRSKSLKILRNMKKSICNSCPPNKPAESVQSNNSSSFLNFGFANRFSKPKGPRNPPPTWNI
* = called active by the depositor; · = no result given; [ ] = dose if it differs, or a comment.

Second line of a record – IL1B cytotox	HUVEC tox TNFa	MT1-MMP txn act	DAT uptake mod	VCAM1 TNFa inh	cytoskel mod	Candida biofilm	Smad3 FoxH1 inh	LYP inh 2
NC(=O)C1(N2CCCCC2)CCN(C(=O)CSc2nc(C(F)(F)F)cc(=O)[nH]2)CC1
    -18	-8	1	0.025	2	-2	8	-4	-7
CCc1cc(-c2n[nH]c(=S)n2C(C)c2ccccc2)cs1 (stereo unspecified)
    -2	-14	·	0.017	6	6	·	·	0
Cc1cc(=O)oc(C)c1C(=O)NCC1COc2ccccc2O1 (stereo unspecified)
    -9	-21	1.3	-0.69	6	5	-2	-1	-9
Clc1ccc(-c2nnc3c4ccccc4nc(N4CCOCC4)n23)cc1Cl
    -88	0	·	·	-3	8	·	·	9
COc1cccc(/C=N/NC(=O)c2[nH]c(C)c(C(=O)N/N=C/c3cccc(OC)c3O)c2C)c1O
    4	0	·	0.37	2	-20	·	·	14
COCCNC(=O)c1nn(-c2cc(OC)cc(OC)c2)c(=O)c2ccccc12
    ·	·	1.3	0.38	·	·	5	15	·
O=C(CC12CC3CC(C1)CC(CC(=O)N1CCCC1)(C3)C2)N1CCCC1
    ·	·	1.1	-0.012	·	·	10	4	·
CN1C(=O)N2CN(C3CCCCC3)CN3C(=O)N(C)C1C23 (stereo unspecified)
    1	15	·	0.34	25	4	6	-10	2
CCCn1nnc(NC(=O)c2cccc(OCC)c2)n1
    -42	-18	1.3	0.051	7	-3	7	18[fluorescence artefact?]	1
O=C(O)CSCC(=O)Nc1ccccc1
    5	1	1.2	-0.39	0	15	7	0	3
Cc1ccc(C(=O)/C=C/Nc2ccccc2C(N)=O)cc1
    -26	4	0.6	-0.34	10	14	0	2	10
O=C1CC(=O)N(Cc2cccs2)C(=O)N1
    -188	-6	1	-0.67	3	12	7	7	6
CCCN(CC1CC1)C(=O)COc1ccccc1C(=O)NCc1ccccc1
    -30	-12	·	0.77	-14	-12	·	·	-7
Cc1nc(SCC(=O)c2ccccc2)c([N+](=O)[O-])[nH]1
    -11	-33	·	-0.74	6	9	·	·	3
Nn1c(-c2ccccc2Cl)nnc1-c1ccccc1Cl
    24	-26	2*	-0.52	22	11	·	2	8
CCOC(=O)C(CCC#N)(CCC#N)C(=O)OCC
    -1	-5	1.2	0.64	19	-9	4	0	-2
CC(C)(C)c1ccc(C(=O)NCc2cccnc2)cc1
    27	-7	1.4	-0.57	26	14	10	2	-4
CCOC(=O)Cc1csc(NC(=O)c2c(-c3ccccc3)noc2C)n1
    -32	-24	1.1	0.19	10	-45	3	2	2
O=C(CNCCC1=CCCCC1)Nc1ccccc1N1CCCCC1
    2	-9	0.9	-0.4	11	15	6	4	8
CCOC(=O)C1=C(CN2CCSCC2)NC(=O)NC1c1cc(C)ccc1C (stereo unspecified)
    -11	-10	1.1	0.076	12	22	-1	3	-12
CCC(OC(=O)c1ccco1)C(=O)NCc1ccco1 (stereo unspecified)
    -15	-7	1.2	0.13	16	-16	·	·	-7
Cc1cc(C(=O)NCc2ccco2)cs1
    ·	·	1.3	-1	·	·	7	2	·
O=C(C1CCN(S(=O)(=O)c2ccc3c(c2)OCCO3)CC1)N1CCc2ccccc21
    ·	·	1.1	-0.071	·	·	9	2	·
O=C(CSc1nc(-c2ccc(F)cc2)cs1)N1CCOCC1
    7	-13	1.3	-0.41	3	-15	-5	4	-10
COc1ccccc1Oc1coc2cc(OC(=O)N3CCOCC3)ccc2c1=O
    -5	-29	1.1	-0.56	15	5	-1	0	-4
Nc1c(N2CCCC2)cc(Cl)c2nonc12
    2	-14	1.1	-2.2	6	-6	10	58*	4
Cn1c(=O)[nH]c(=O)c2c1nc(CN1CCN(c3cccc(Cl)c3)CC1)n2CCc1ccccc1
    -4	8	0.9	0.51	15	-7	1	2	1
O=C(CCCOc1ccccc1)Nc1ccncc1
    ·	·	1.1	-0.6	·	·	-4	-9	·
O=C(Nc1ccc(Cn2cccn2)cc1)c1ccc(COc2ccc(Br)cc2)cc1
    -1	8	·	0.94	-5	-15	·	·	3
Cc1nc(C(=O)N(C)C)nn1-c1cc(Cl)cc(Cl)c1
    -29	4	·	-0.71	-1	-22	·	·	8
CCN(CC)C(=O)CSc1nsc(SCC(=O)N(CC)CC)c1C#N
    -20	-26	1.2	-1.2	-2	29	1	11	2
COc1ccccc1CNC(=O)C1CCN(S(C)(=O)=O)CC1
    -16	·	1.1	-0.89	·	·	4	8[fluorescence artefact?]	4
N/C(CSc1nc(-c2ccccc2)c(-c2ccccc2)o1)=N\O
    -9	-38	1.1	-0.56	-22	15	8	6	2
CCn1c(SCC(=O)n2nc(C)cc2C)nnc1-c1ccc2c(c1)OCO2
    5	-6	1	0.21	8	5	·	·	-5
Cc1c(Br)c([N+](=O)[O-])nn1C(C)C(=O)N1CCCc2ccccc21 (stereo unspecified)
    -16	-10	·	-8.2*	-1	14	·	·	14
N#CCCn1c(SCC(=O)N2CCN(S(=O)(=O)c3ccccc3)CC2)nc2ccccc21
    -50	-53	1.1	-0.23	2	-9	7	2	5
[N-]=[N+]=CC(=O)CCCN1C(=O)c2ccccc2C1=O
    0	-8	1.1	-1.1	15	-11	2	0	10
Clc1ccccc1CSc1nnc(-c2ccco2)c(-c2ccco2)n1
    4	-19	·	-1.4	3	15	·	·	-1
O=S(=O)(c1ccc2ccccc2c1)N1CCCOC1
    -49	-10	1.1	-0.98	23	-12	10	-1	0
CCOc1ccc(-n2c(=S)sc3c(=O)[nH]c(SCC(=O)NC(C)CC)nc32)cc1 (stereo unspecified)
    8	-15	1	0.12	2	·	3	7	-2
CCC(CO)NCc1ccc(OC2CCCC2)cc1 (stereo unspecified)
    -36	-21	1.7	0.39	11	12	2	-3	-1
CCOC(=O)N1CCC(NS(=O)(=O)c2ccc3c(c2)oc(=O)n3C)CC1
    -26	6	1.1	-1.2	-8	-8	8	4	-4
CCc1ccc2c(COn3nnc4ccc(S(=O)(=O)N(C)C)cc43)cc(=O)oc2c1
    -11	-43	1.1	-0.15	11	12	5	14	2
Cc1ccc(C)c2[nH]c(=O)c(CCNC(=O)c3ccc(S(=O)(=O)N(C)C)cc3)cc12
    -35	-17	1	0.66	1	8	8	-14	8
CCCNC(=O)C1CCN(S(=O)(=O)c2c(C)noc2/C=C\c2ccc(OC)cc2)CC1
    5	2	·	-1.1	-1	-14	9	-8	1
CCCCC(CCC(=O)Nc1nccs1)C(=O)O (stereo unspecified)
    13	14	1	1.5	9	-7	-3	-16	-9
c1cncc(-c2noc(-c3cccc4ccccc34)n2)c1
    -54	-12	1.4	-0.53	17	4	5	1	4
O=C(Nc1ccc2c(c1)CCC2)C1CCCO1 (stereo unspecified)
    20	10	1.4	-0.0071	7	-12	7	5[fluorescence artefact?]	-12
COc1ccc(CNC(=O)c2c(O)c3cccc4c3n(c2=O)CCC4)cc1
    14	12	1	-0.66	-14	-2	·	-3	0
Cc1csc(NC(=O)CSc2nnc(-c3ccoc3C)n2CCc2ccccc2)n1
    -11	-6	1.2	0.67	-3	3	5	7	-9

Next compounds.
Second line of a record – IL1B cytotox	HUVEC tox TNFa	MT1-MMP txn act	DAT uptake mod	VCAM1 TNFa inh	cytoskel mod	Candida biofilm	Smad3 FoxH1 inh	LYP inh 2
CSc1nc(=O)n2cccc(C)c2n1
    -9	-33	·	0.32	8	-8	·	·	6
Cc1noc(C)c1COC(=O)c1cc(C)n(-c2ccccc2)c1C
    30	8	1.6	0.14	-7	4	-5	-11	0
CCOC(=O)c1c(-c2ccccc2)nnn1-c1nc(OCC)nc(N2CCCCC2)n1
    ·	·	1.1	1.8*	·	·	5	1	·
CC(C)(Oc1ccc(Cl)cc1)C(=O)OCn1nnc2ccccc2c1=O
    -8	-32	·	0.26	7	9	9	-2	-5
O=C(Nc1nccs1)c1cc(N2CCOCC2)nc2ccccc12
    5	-5	1.3	0.0059	11	-46	-4	2	-7
CC(=O)CSc1nc2ccc(Nc3nc(N4CCOCC4)nc(N4CCOCC4)n3)cc2s1
    ·	·	1.1	0.92	·	·	0	9	·
CCC(c1nnnn1Cc1ccco1)N(CCc1ccccc1)Cc1cc2cccc(C)c2[nH]c1=O (stereo unspecified)
    -16	-4	1.3	0.88	0	-7	-4	3	8
CN(CC(=O)Nc1ccc(C#N)cc1)Cc1ccc(Cl)cc1
    ·	·	1.2	0.089	·	·	8	-2	·
O=C(NCc1ccccc1)c1ccc2c(=O)n(CCCN3CCCC3=O)c(=S)[nH]c2c1
    18	-6	1	0.5	-1	0	3	-4	3
Nn1c(-c2cccs2)nc2sc3c(c2c1=O)CCCC3
    -5	-13	1.5	0.48	-26	-24	3	21[fluorescence artefact?]	-3
CCOC(=O)CC1C(=O)NCCN1C(=O)NC1CCCCC1 (stereo unspecified)
    -10	-21	1	-0.28	-1	-9	7	-3	10
CCN1CCN(c2ccc(NC(=O)Cc3ccccc3)cc2)CC1
    -1	6	1.4	0.029	3	-8	5	-4	-5
CC1(c2ccc(OC(F)F)cc2)NC(=O)N(CC(=O)NC2CCCCC2)C1=O (stereo unspecified)
    ·	·	1.2	-0.13	·	·	7	6	·
COCCCNc1ccnc2c(Cl)cccc12
    ·	·	1.2	-0.63	·	·	6	5	·
COc1ccc(S(=O)(=O)N(CC(=O)O)c2ccccc2)cc1
    -5	-5	·	0.7	-6	4	·	·	-11
O=C(NCCc1ccccn1)c1n[nH]c(=O)c2ccccc12
    0	-5	1.2	0.36	15	-29	8	-1	-10
CC1Cc2ccccc2N1C(=O)CN1C(=O)CN(C)C(=O)c2ccccc21 (stereo unspecified)
    -8	·	1.1	0.037	-9	16	5	0	-2
Cc1oc2cc(O)ccc2c(=O)c1-c1cnn(-c2ccccc2)c1
    -75	0	1.1	-0.0027	0	40	·	·	0
Cc1cccc2cc(C#N)c(SCC(=O)NNC(=O)Cc3ccccc3)nc12
    -12	-19	·	0.21	-2	·	·	·	4
Cc1cc(C)nc(NC(=O)c2c(-c3ccccc3Cl)noc2C)n1
    -24	-18	1	0.045	0	8	5	-12	-4
CCc1nc2n[nH]c(N)c2c2c1CSC(C)(C)C2
    -23	6	1	1.2	13	-8	·	·	-14
O=c1c(-c2ccc(F)cc2)coc2cc(O)ccc12
    -4	9	1.3	-0.93	2	-3	2	-2	-1
Cc1ccc(/C=N/N2CCN(Cc3ccccc3)CC2)s1
    8	-9	·	1	0	-17	·	·	0
COc1cc(C(=O)NCC(C)C)c([N+](=O)[O-])cc1OC
    -27	-14	·	0.89	10	-12	·	·	0
CCCCCc1c(C)nc(SCC(=O)O)[nH]c1=O
    -56	1	1.1	-0.047	13	2	6	-4	-5
Cc1ccc(C)c(N2CCN(S(=O)(=O)c3ccc4c(c3)oc(=O)n4C)CC2)c1
    -9	-31	1.2	1.8	-14	16	6	2	11
COc1ccccc1-n1c(SCC(=O)Nc2cccc3ccccc23)nc(O)cc1=O
    1	4	1.1	1	18	-5	11	19	-6
O=C(O)CSc1nnc(-c2ccncc2)n1C1CCCCC1
    -23	-21	1.2	0.27	5	10	2	3	-12
COc1ccc(S(=O)(=O)N(C)CC(=O)NC2CCCCC2)cc1OC
    -31	-2	1.1	0.2	-6	0	8	3	-4
Cn1cccc1-c1nc2ccc(NC(=O)c3cccs3)cc2[nH]1
    -27	-33	1.6	0.032	-6	15	·	3	0
CCCn1nnnc1NCc1cccn1C
    1	9	1	0.74	-11	-13	6	0	-13

This is a subset. The share of hits here may be higher or lower than overall.
